Nrf2 inh = Nrf2 pathway inhibition; hit rate 2.1% among 360,000; Potency, µM (top dose mostly 46 µM), for inactives: at the highest dose activity change, negative = inhibition, actives largely listed as inhibitors; A549 ARE-Fluc reporter, luciferase luminescence, 18-24 h; also: % is scaled to controls: 0 for no effect and ±100 for the full control effect; nearly all actives have a fitted effect of over 60% in size
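Concentration-response testing used A549 ARE_Fluc cells at 5000 cells/well. Following an 18-24 h compound incubation, viability was read by fluorescence (Ex 405/Em 525) and luciferase output by luminescence.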
ATXN2 expr inh = inhibitors of ATXN2 expression | HEK-293 ATXN2-luciferase reporter, luminescence, 24 h | Potency, µM (highest dose often 57 µM), for inactives: top-dose activity change, negative = inhibition, usual class: inhibitors | hit rate 0.72% among 360,000 | AID 1745845; also: % is scaled to controls: 0 for no effect and ±100 for the full control effect; nearly all actives have a fitted effect of over 55% in size
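qHTS (up to 57 uM final) was run with 24 h compound exposure of reporter cells at 37 °C. Each well was multiplexed: SteadyGlo luminescence measured ATXN2-luciferase expression after a fluorogenic Gly-Phe-AFC viability readout (25 uM final).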
MCF10A rereplic = inducers of DNA re-replication in MCF 10A breast cells; Potency, µM (doses to about 46.1 µM), for inactives: at the highest dose activity, positive = re-replication, actives largely listed as activators; MCF 10A DNA re-replication, Hoechst nuclear intensity, 48 h; hit rate 2.9% among 350,000; also: % of control where 0% means no effect; nearly all actives have a fitted effect of over 50% in size
TGFb inhibitor = blocks TGF-b signaling; HepG2 CAGA-GFP TGF-b/SMAD3 reporter, GFP fluorescence, 18 h; TGF-beta stimulated, 500 pg/mL final; Potency, µM (top dose mostly 46.1 µM), without a hit: at the highest dose activity, negative = inhibition, hits mostly inhibitors; hit rate 1.2% among 410,000; AID 588855; also: % is scaled to controls: 0 for no effect and ±100 for the full control effect; nearly all actives have a fitted effect of over 65% in size
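Using HEPG2 CAGA-GFP reporter cells at 1000 cells/well, we pinned test compounds, stimulated with recombinant TGF-beta (500 pg/mL final) and measured total well GFP after 18 h.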
S2 tox = viability counter-screen for ATXN expression inhibitors. S2 cells (HEK-293 line with an ATXN2-luciferase reporter) viability, CellTiter-Fluor protease fluorescence, 24 h. Potency, µM (doses to about 56.7 µM), usual class: cytotoxic. hit rate 0.49% among 400,000. AID 651635; also: nearly all actives have a fitted effect of over 40% in size
Nrf2 ARE act = activators of Nrf2 (ARE) signaling; AID 624171; AREc32 ARE-luciferase reporter (MCF7-derived line), luminescence, 24 h; hit rate 0.31% among 410,000; Potency, µM (titrated, usually from 46.1 µM), inactives show at the top dose activation, hits mostly activators; also: % of control where 0% means no effect; nearly all actives have a fitted effect of over 65% in size
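Reporter line AREc32 (ARE-Fluc), seeded overnight in OPTI-MEM with 5% FBS; compound pin-transferred, 24 hr at 37 deg C, 5% CO2; luminescent read-out.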
HepG2 viability = HepG2 cytotoxicity, counter-screen for TGF-b inhibitors | Potency, µM (titrated, usually from 46.1 µM), for the others: top-dose activity change, negative = cytotoxicity, usual class: cytotoxic | HepG2 CAGA-GFP viability, ATP luminescence, 18 h | hit rate 0.76% among 410,000; also: some results filed as inactive show a strong effect at the top dose
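HepG2 CAGA-GFP cells (1000/well, DMEM with 1% FBS) received compound, then TGF-beta at 500 pg/mL final, and were incubated 18 hours at 37 degrees C. Viability was read by CellTiter-Glo luminescence. Media-only wells were set as complete cell-killing and DMSO as no toxicity.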
EPAC2 antag = antagonists of human EPAC2; EPAC2 GEF exchange of Rap1B-BODIPY-GDP, fluorescence; Q8WZA2; Potency, µM (top dose mostly 114 µM), for the others: at the top dose activity, negative = inhibition, actives largely listed as inhibitors; AID 720708; hit rate 0.18% among 360,000; also: % is scaled to controls: 0 for no effect and ±100 for the full control effect; nearly all actives have a fitted effect of over 45% in size; many of its hits are not listed in these tables
Target sequence (Q8WZA2 whole entry, looked up): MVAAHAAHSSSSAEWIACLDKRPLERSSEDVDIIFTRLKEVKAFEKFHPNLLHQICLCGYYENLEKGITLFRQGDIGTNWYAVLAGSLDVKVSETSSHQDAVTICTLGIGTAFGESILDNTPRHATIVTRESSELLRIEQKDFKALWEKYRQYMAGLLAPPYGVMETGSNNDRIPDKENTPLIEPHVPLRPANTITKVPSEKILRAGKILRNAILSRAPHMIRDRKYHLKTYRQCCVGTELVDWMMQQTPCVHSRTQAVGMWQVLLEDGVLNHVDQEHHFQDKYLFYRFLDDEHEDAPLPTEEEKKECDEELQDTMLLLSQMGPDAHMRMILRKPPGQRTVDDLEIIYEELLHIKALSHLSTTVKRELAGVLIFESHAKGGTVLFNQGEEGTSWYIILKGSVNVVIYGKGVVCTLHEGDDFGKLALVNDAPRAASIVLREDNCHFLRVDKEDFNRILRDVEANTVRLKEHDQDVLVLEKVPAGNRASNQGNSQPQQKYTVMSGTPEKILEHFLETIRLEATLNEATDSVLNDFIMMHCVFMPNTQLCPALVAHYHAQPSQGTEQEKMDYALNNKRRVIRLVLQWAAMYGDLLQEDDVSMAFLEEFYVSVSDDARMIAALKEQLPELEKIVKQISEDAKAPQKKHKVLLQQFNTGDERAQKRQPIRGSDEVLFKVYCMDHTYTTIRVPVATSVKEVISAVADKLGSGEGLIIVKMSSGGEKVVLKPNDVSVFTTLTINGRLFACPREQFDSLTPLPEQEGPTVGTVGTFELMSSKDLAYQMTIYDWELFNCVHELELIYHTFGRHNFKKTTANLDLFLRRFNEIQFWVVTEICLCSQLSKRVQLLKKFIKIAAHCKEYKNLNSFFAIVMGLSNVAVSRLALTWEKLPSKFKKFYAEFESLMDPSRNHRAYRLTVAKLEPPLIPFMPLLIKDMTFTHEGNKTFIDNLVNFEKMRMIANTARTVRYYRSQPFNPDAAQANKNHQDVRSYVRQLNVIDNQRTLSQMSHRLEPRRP
A549 tox = counter-screen for Nrf2 inhibitors: cytotoxicity in A549 cells. Potency, µM (highest dose often 46 µM), inactives show at the highest dose activity change, negative = cytotoxicity, usual class: inhibitors. A549 ARE-Fluc cells, CellTiter-Fluor viability, 18-24 h. hit rate 0.16% among 390,000; also: % is scaled to controls: 0 for no effect and ±100 for the full control effect
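Cytotoxicity counterscreen: CellTiter-Fluor fluorescence was measured in A549 ARE_Fluc cells after 18-24 h of compound exposure in a concentration series. The subsequent BugLite luminescent read reports ARE-luciferase activity.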
Active calls of the source: *; i = inactive; ? = inconclusive; · = not tested or not shown; [ ] = another dose, or the depositor's remark. Calls follow the shape of the dose curve; as a rule, active = well fitted curve in the direction sought with a large enough effect; inconclusive = small, poorly fitted or top-dose-only effect, or another doubt; inactive = no such curve, though single readings can be large; an effect the other way counts as inactive or inconclusive. Potency is read from the fitted curve at half-maximal effect. A portion of the library, so the mix of outcomes need not match the whole.

SMILES	Nrf2 inh	ATXN2 expr inh	MCF10A rereplic	TGFb inhibitor	S2 tox	Nrf2 ARE act	HepG2 viability	EPAC2 antag	A549 tox
COC(=O)C1C(=O)c2c([nH]c(C(=O)OC3CCCC3C)c2C)CC1C (configuration not stated)	?	11.6%	-2.9%	2.0%	?	4.2%	-12.3%	-8.9%	-14.1%
COc1ccc(/C=C/c2onc(C)c2S(=O)(=O)N2CCC(C(=O)N3CCCCCC3)CC2)cc1	?	-19.6%	?	?	i	2.4%	-19.5%	3.4%	-0.9%
COc1ccc(S(=O)(=O)N2CCCC(C(=O)Nc3ccc(NC(=O)c4ccccn4)cc3)C2)cc1 (configuration not stated)	-20.8%	26.9%	-9.4%	?	i	3.1%	-2.2%	4.1%	-6.1%
Cc1nn(-c2ccccc2)c2sc(C(=O)c3c(N)n(C)c(=O)n(C)c3=O)cc12	?	1.0%	?	-8.0%	i	0.5%	-23.7%	5.9%[57.1 µM]	-12.5%
CN(C)CC1CC/C(=C\c2ccc(O)cc2)C1=O (configuration not stated)	-11.0%	?	3.26µM*	?	·	?	-104.8%	2.0%	-0.4%
CN(c1ccc(C(=O)NCCSCc2ccccc2)cc1)S(=O)(=O)c1ccccc1	?	-16.4%	?	-18.3%	i	-0.4%	-35.9%	-8.6%	-6.3%
COc1cccc(CN2CCc3nc(SCC(=O)Nc4ccccc4)[nH]c(=O)c3C2)c1	-1.5%	13.5%	·	0.4%	i	2.4%	-15.7%	·	-2.8%
CC(=O)C[C@H](O)CC(=O)[C@H]1OC(=O)CCCCCCCCc2ccccc21	-1.0%	1.2%	2.3%	?	?	0.0%	-9.4%	-13.7%	-7.0%
Cc1ccc(C)c(-n2ccnc2SCC(=O)O)c1	-1.8%	-3.5%	-3.4%	11.6%	i	-0.4%	2.9%	10.9%	-4.5%
COc1ccc(C(=O)Nc2ccnn2C2CCN(C(=O)C3CCOC3)CC2)cc1 (configuration not stated)	6.9%	5.1%	1.8%	4.3%	i	-0.5%	0.4%	-0.6%	-1.5%
Cc1ccc(C(=O)COc2ccccc2C(=O)Nc2ccccc2)cc1	-18.6%	-8.1%	9.5%	17.5%	?	0.8%	-1.8%	8.1%	-15.9%
C#CCOCCOCCOCCNc1nc(N2CCN(C(=O)[C@H]([C@@H](C)CC)n3cc(CCCCN)nn3)CC2)nc(N2CCN(C(=O)[C@H](C)n3cc(CCC(=O)O)nn3)CC2)n1	16.6%	14.2%	8.7%	18.8%	i	-1.3%	5.5%	11.3%	-0.7%
COc1ccccc1CCCNC(=O)C1CCC(=O)N(CCc2cccc(F)c2)C1 (configuration not stated)	7.9%	1.2%	-1.6%	-8.0%	i	-0.3%	1.2%	-6.1%	-1.0%
Cc1ccc2c(=O)c(C(=O)c3cccc(Cl)c3)cn(CC(=O)NCc3ccccc3)c2n1	·	-5.7%	·	-31.5%	i	-1.3%	-18.6%	·	14.2%
Cc1cc(OCc2nc(-c3cccnc3)no2)c(C)cc1Br	13.0%	14.8%	1.3%	-2.2%	i	0.1%	8.2%	10.8%	-0.1%
CCCC[C@@H](CNC)NC[C@H](NCCCCC1CCCCC1)C(C)C	6.7%	25.1µM*	?	?	?	-3.1%	-99.3%	-9.0%	-18.1%
CCCCn1c(N)c(N(CCOC)C(=O)C2CCN(C(=O)c3ccc(F)cc3)CC2)c(=O)[nH]c1=O	12.4%	3.4%	0.0%	-20.2%	i	0.0%	1.2%	6.5%	-2.9%
COc1ccccc1C(=O)NC(=O)CSc1nncn1C(C)C	10.9%	6.9%	-2.9%	-15.3%	i	-0.7%	0.2%	-0.4%	2.5%
CCc1c(C(C)=O)oc2ccc3c(C)cc(=O)oc3c12	18.7%	5.3%	-6.4%	-11.4%	i	6.1%	0.5%	3.2%	0.4%
COc1cccc(NS(=O)(=O)c2ccc3c(c2)[C@H]2C=CC[C@H]2[C@@H](c2ccccc2Cl)N3)c1	20.6µM*	0.0%	·	11.2µM*	i	-1.9%	-49.7%	·	-19.3%
CC(C)(C)c1ccc(OCC(O)CN2CCOCC2)cc1 (configuration not stated)	15.2%	13.2%	-2.9%	7.7%	i	-0.4%	11.7%	3.5%	-2.5%
N#CC(C(O)c1ccccc1)N1CCOCC1 (configuration not stated)	·	·	·	-7.9%	i	0.2%	-6.6%	-12.9%	·
CC(=O)c1ccc(N2CCN(c3nc4c(S(=O)(=O)c5ccc(C)c(C)c5)nnn4c4ccc(Cl)cc34)CC2)cc1	?	-4.7%	·	9.7%	i	-0.8%	4.6%	·	-2.8%
CCOc1ccc(NS(=O)(=O)c2ccc(C(=O)N3CCCC3)cc2)cc1	?	-7.7%	-29.7%	0.9%	i	-0.8%	-14.0%	-21.7%	3.0%
O=c1c2sc3ccccc3c2n(Cc2cccc(C(F)(F)F)c2)c(=O)n1Cc1ccc(F)cc1	0.8%	-11.0%	·	-25.6%	i	-0.9%	-4.4%	·	-2.9%

Reformatted: 4 of the compounds above
Values run as follows: Nrf2 inh, ATXN2 expr inh, MCF10A rereplic, TGFb inhibitor, S2 tox, Nrf2 ARE act, HepG2 viability, EPAC2 antag, A549 tox
COc1ccc(/C=C/c2onc(C)c2S(=O)(=O)N2CCC(C(=O)N3CCCCCC3)CC2)cc1
  ?, -19.6%, ?, ?, i, 2.4%, -19.5%, 3.4%, -0.9%
COc1ccc(S(=O)(=O)N2CCCC(C(=O)Nc3ccc(NC(=O)c4ccccn4)cc3)C2)cc1 (configuration not stated)
  -20.8%, 26.9%, -9.4%, ?, i, 3.1%, -2.2%, 4.1%, -6.1%
Cc1nn(-c2ccccc2)c2sc(C(=O)c3c(N)n(C)c(=O)n(C)c3=O)cc12
  ?, 1.0%, ?, -8.0%, i, 0.5%, -23.7%, 5.9%[57.1 µM], -12.5%
CN(C)CC1CC/C(=C\c2ccc(O)cc2)C1=O (configuration not stated)
  -11.0%, ?, 3.26µM*, ?, ·, ?, -104.8%, 2.0%, -0.4%

Going on with the list:
SMILES	Nrf2 inh	ATXN2 expr inh	MCF10A rereplic	TGFb inhibitor	S2 tox	Nrf2 ARE act	HepG2 viability	EPAC2 antag	A549 tox
COc1ccccc1C(=O)Nc1nnc(SCc2cc(=O)n3ccc(C)cc3n2)s1	·	·	·	-16.5%	·	0.1%	2.0%	·	-4.7%
COc1ccc(OC)c(NC2c3ccccc3C(=O)N2Cc2ccc3c(c2)OCO3)c1 (configuration not stated)	-16.4%	-19.0%	-2.4%	0.4%	?	4.3%	-14.8%	?	3.1%
Cc1ccc(Cl)cc1N1C(=O)CC(C)(C)CC1=O	-2.0%	·	?	30.2%[activator]	i	0.3%	-1.0%	6.1%	0.0%
Oc1nc(Nc2ccc(F)cc2)sc1/C=C1\C=Nc2ccccc21	12.0%	-2.4%	20.6µM*	?	?	19.2%	-26.7%	9.1%	-25.2%
CC(NC(=O)c1cccc(Cl)c1)C1CC2CCC1C2 (configuration not stated)	-23.0%	5.7%	-3.4%	2.0%	i	0.3%	3.8%	-10.2%	0.5%
COc1ccc(CCNC(=O)Cn2nnc(C(=O)Nc3cc(C)ccc3C)c2N)cc1OC	?	-17.6%	0.9%	-7.6%	i	-0.5%	0.3%	7.9%	-15.8%
CC1(C)CC(=O)C(N=Nc2ccc3ncsc3c2)=C(O)C1	13.7%	25.7%	2.9%	-4.5%	i	4.2%	-13.2%	1.4%	-5.9%
COc1ccccc1N1CCN(c2nc(C)cc(C)c2C#N)CC1	-16.9%	7.7%	-2.7%	2.1%	i	-0.1%[9.22 µM]	-14.6%	9.8%	2.4%
CC(=O)Nc1c(C)nn(-c2ccccc2)c1N1CCC(C(=O)Nc2cccc(C(F)(F)F)c2)CC1	·	·	·	-28.9%	·	6.8%	-15.8%	·	6.1%
CC1CCCN(Cc2c(O)ccc3c(=O)c(-c4ccc(Cl)cc4)coc23)C1 (configuration not stated)	?	20.0%	11.3%	-3.3%	i	-0.6%	1.8%	-4.5%	-0.8%
CC1CN(c2ncc(/C=N/NC(=O)c3ccccc3O)s2)CC(C)O1 (configuration not stated)	0.7%	-34.9%	-1.8%	-12.8%	?	0.4%	-3.5%	-0.5%	-0.6%
O=C(COc1ccccc1Cl)NC(=S)Nc1ccccc1N1CCCC1	?	-14.6%	?	-19.9%	i	3.7%	-22.6%	4.4%	-8.1%
CC(=O)N(Cc1cc(=O)[nH]c2ccccc12)c1ccccc1	-1.4%	-1.0%	-2.0%	-10.4%	i	-0.7%	-11.1%	-8.0%	-5.7%
O=C(Nc1ncccc1O)C1CCN(S(=O)(=O)c2ccc3ccccc3c2)CC1	-26.7%	3.4%	-3.4%	-2.9%	i	2.3%	0.3%	-5.5%	-0.2%
CCCNc1nc(C)nc2c1cnn2CCc1ccccc1	9.5%	51.3%[activator]	-5.5%	-3.0%	i	5.7%	2.5%	0.5%	-2.9%
CCOc1ccc(NC(=O)CN(c2ccc(OC)cc2)S(C)(=O)=O)cc1	·	17.4%	3.7%	-0.4%	i	4.6%	3.9%	4.5%	5.2%
Cc1nn(C(=O)c2ccc(Br)cc2)c(C)c1S(=O)(=O)N1CCOCC1	·	5.2%	·	-4.6%	i	-1.3%	3.1%	·	5.0%
COc1ccc(Cl)cc1NC(=O)c1cccc(N2C(=O)C3CC=CCC3C2=O)c1 (configuration not stated)	?	-8.7%	2.2%	-24.8%	i	-0.3%	-20.4%	-8.3%	-18.2%
CCC(C)n1c(=N)c(C#N)cc2c(=O)n3cc(C)ccc3nc21 (configuration not stated)	5.1%	-3.4%	12.5%	1.9%	i	-0.6%	25.9%	3.1%	-0.3%
CCCc1nc2ccccc2c(=O)n1/N=C/c1ccc(O)cc1	·	-2.1%	-0.5%	-2.7%	i	0.1%	2.0%	1.4%	-7.0%
CCc1noc(C)c1C(=O)N1CCN(S(=O)(=O)c2ccc(C(C)C)cc2)CC1	2.7%	4.9%	?	5.0%	i	0.0%	5.2%	-5.1%	3.4%
COc1ccccc1CC(=O)Nc1ccc(OC)c(OC)c1	-3.9%	8.8%	12.6%	24.2%	i	-0.1%	-2.0%	-2.4%	-0.8%
O=C(Nc1ccccc1C(=O)O)c1cccc(C(=O)Nc2ccccc2C(=O)O)c1	-17.5%	2.6%	1.3%	-3.9%	i	0.3%	-25.0%	0.7%	-1.8%
CCOC(=O)c1cc(C)n(-c2ccc(Cl)cc2)c1C	1.6%	-10.2%	-5.5%	-26.0%	?	0.3%	-28.9%	?	1.3%

Assay outcomes (PubChem BioAssay)
